# Source: PubChem BioAssay (several laboratories)
# SUMO HTRF inh – blocks human SUMOylation mediated by UBC9; AID 2006; HTRF SUMOylation assay, SAE1/SAE2 + UBC9, in vitro; inhibition, % at 35 µM; P63279; actives 0.36% (n = 290,000); in the data active = inhibition above about 50%, passing the limit was not always enough; note: strong numbers were not always called active
# Target sequence (P63279 whole entry, looked up): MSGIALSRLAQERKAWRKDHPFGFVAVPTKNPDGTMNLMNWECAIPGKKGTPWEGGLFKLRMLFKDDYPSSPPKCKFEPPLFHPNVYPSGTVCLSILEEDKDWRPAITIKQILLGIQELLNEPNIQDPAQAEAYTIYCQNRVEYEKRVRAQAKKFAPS
# MEKK2wt PB1 HTS – raises or lowers MEK5 binding to wildtype human MEKK2 PB1 domain; Q9Y2U5; bead flow cytometry, Alexa488-MEK5 binding to MEKK2 WT; actives lie on both sides; binding response (% of control), % at 10 µM; actives 1.1% (n = 290,000); AID 1531; in the data active = binding response below about 67% or above about 130%
# NALP1 inh – NALP1 inhibition; S. cerevisiae NALP1/ASC/caspase-1 growth, X-gal OD620, 72 h; inhibition, % at 10 µM; actives 0.61% (n = 280,000); AID 2071; in the data active = inhibition mostly above about 24%, no sharp cut-off; inactive = mostly below about 32%; note: some compounds called inactive have numbers as strong as hits
# IMP-1 inh – blocks Pseudomonas aeruginosa IMP-1 metallo-beta-lactamase; AID 1556; actives 0.45% (n = 290,000); inhibition, % at 5.6 µM; purified IMP-1, nitrocefin hydrolysis, epi-absorbance fluorescence;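 active = inhibition above the mean plus 3 SD of all compounds in the same screening run, cut at about 4.5% in these data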;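 note: 0% = IMP-1 with DMSO and 100% = DMSO wells lacking enzyme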
#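 Assay system: purified IMP-1; Quantity: IMP-1 0.2 nM before substrate addition; Medium: HEPES buffer pH 7.1 with ZnSO4 and Brij 35; Incubation: 15 min enzyme–compound preincubation, then 25 min nitrocefin reaction, 25 °C; Signal: fluorescence quenching readout, ex 480/em 530 nm; Controls: DMSO with and without IMP-1; Repeats: singlicate testing.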
# NS3 helicase inh – blocks Hepatitis C virus NS3 helicase unwinding; NS3 helicase DNA unwinding, Cy5 molecular beacon fluorescence; actives 0.56% (n = 290,000); inhibition, % at 10.9 µM;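 active = inhibition above the mean of all tested compounds plus 3 SD, set per campaign, cut at about 35% in these data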;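 note: 0% = DMSO wells and 100% = thioflavine S control wells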
#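 Material: hepatitis C virus NS3 helicase domain fragment enzyme; measured by: Cy5 fluorescence, 0 and 60 min reads; control set: DMSO and thioflavine S; incubation: 60 min unwinding reaction at 25 °C after ATP addition; read-out basis: % inhibition from 60/0 min fluorescence ratio, DMSO 0%, thioflavine S 100%; repeats: singlicate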
# MEKK2 mut-MEK5 – signal of MEK5 binding to mutant human MEKK2 PB1 domain; bead flow cytometry, Alexa488-MEK5 binding to MEKK2 mutant; percent response, % at 10 µM; actives 0.35% (n = 290,000); AID 1530; in the data active = percent response above about 24%, passing the limit was not always enough; note: inactives centre near 1; some results filed as inactive read as strong as hits
# PfM18AAP inh – blocks P. falciparum M18 aspartyl aminopeptidase; recombinant PfM18AAP, H-Glu-NHMec fluorogenic cleavage; inhibition, % at 7.35 µM; actives 1.2% (n = 290,000);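 active = inhibition above the campaign mean inhibition over all tested compounds plus 3 SD, cut at about 28% in these data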;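 note: 0% = plate median of test compound wells and 100% = 2 mM ZnCl2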
# VIM-2 inhibitor – inhibitors of Pseudomonas aeruginosa VIM-2 metallo-beta-lactamase; purified VIM-2, nitrocefin hydrolysis, epi-absorbance fluorescence; inhibition, % at 5.6 µM; actives 0.89% (n = 290,000); AID 1527;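 active = inhibition above the mean of all tested compounds plus 3 SD, cutoff set per screening run, cut at about 7.5% in these data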;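 note: red hydrolysis product quenches plate fluorescence so inhibitors raise well fluorescence; 0% = enzyme with DMSO and 100% = DMSO without enzyme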
# FID counter – fluorescent intercalator displacement, NS3 helicase counter-screen; DNA fluorescent intercalator displacement, fluorescence; actives 0.17% (n = 290,000); AID 1845; inhibition, % at 7.9 µM; in the data active = inhibition above about 37%;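 note: 0% = vehicle and 100% = reference compound; higher means more ethidium bromide displaced from hairpin DNA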
# * hit, by the source's call; . = not tested or not shown; & = joins results of further samples.
1. CCCN1CCC(=NNc2ccc(S(=O)(=O)N(CC)CC)cc2[N+](=O)[O-])CC1
2. Cc1ccc(CS(=O)Cc2ccc(C(=O)N3CCN(c4ccccn4)CC3)o2)cc1 (stereo not drawn)
3. Oc1cccc2ccc(N3CCOCC3)nc12
4. C=CCc1cccc(CNc2c(C)n(C)n(-c3ccccc3)c2=O)c1O
5. CC1=CC(C)(C)n2c(O)c(N=N)c3c(C)c(C)cc1c32
6. CC(OC(=O)CNS(=O)(=O)c1ccc2ccccc2c1)C(=O)N(C)c1ccccc1 (stereo not drawn)
7. COc1cc2cc(C(=O)N3CCc4ccccc4C3)[nH]c2cc1OC
8. CC(C)C(O)(CC#CCN1CCCC1)c1ccccc1 (stereo not drawn)
entry no.	1	2	3	4	5	6	7	8
SUMO HTRF inh	19	3	10	5	1	2	7	-4
MEKK2wt PB1 HTS	102	107	106	98	81	108	108	103
NALP1 inh	-8	-25	-7	8	20	9	-1	13
IMP-1 inh	-1.8	-1.7	-1.5	1.1	0.7	-3.7	-2.6	-2.9
NS3 helicase inh	-1	-6	-4	15	-12	5	-1	10
MEKK2 mut-MEK5	-2	3	6	1	-26	8	8	2
PfM18AAP inh	9	-1	1	15	4	-14	2	4
VIM-2 inhibitor	-1.6	-1.1	-3.1	-2.9	1.0	-3.6	-1.0	-2.7
FID counter	2	-44	-1	-19	-14	-34	-22	1

9. Cc1ccc(CNC(=O)CCNC(=O)c2ccco2)cc1
10. Cc1ccc(N(CC(=O)Nc2ccc(C)cc2C)S(=O)(=O)N2CCCC2)cc1
11. COc1cccc(C(=O)COC(=O)c2cccs2)c1
12. COc1ccc(S(=O)(=O)N2CCC(C(=O)NCc3ccccc3)CC2)cc1OC
13. Cc1ccccc1Nc1nnc(SCc2cc(=O)n3ccsc3n2)s1
14. CCNS(=O)(=O)c1ccc(C(=O)OCc2cc(=O)oc3cc(OC)ccc23)cc1
15. COc1ccc(C(=O)CSc2n[nH]c(N)n2)cc1
16. CC(C)N(Cc1nccn1C)C(=O)c1cc(COc2ccc(F)cc2Cl)on1
entry no.	9	10	11	12	13	14	15	16
SUMO HTRF inh	11	1	7	5	16	26	-10	26
MEKK2wt PB1 HTS	96	101	106	100	104	99	110	105
NALP1 inh	5	13	2	0	27*	1	35	12
IMP-1 inh	-1.3	-5.3	-1.5	-2.4	-3.1	-2.5	-1.7	-1.8
NS3 helicase inh	-10	-7	6	7	-3	12	-1	0
MEKK2 mut-MEK5	-2	3	7	-1	6	1	8	8
PfM18AAP inh	-7	-10	-3	6	5	5	1	-6
VIM-2 inhibitor	-1.3	-0.7	-1.3	-2.7	-0.4	-2.9	-3.0	-1.2
FID counter	0	-27	-5	-12	-23	-28	0	-7

17. CCCCc1ccc(NC(=S)NCc2cccs2)cc1
18. CC(=O)Nc1ccc(NC(=O)C(C)OC(=O)CNS(=O)(=O)c2ccc(Br)cc2Cl)cc1 (stereo not drawn)
19. CCC(C)Nc1nc(-c2c[nH]c3ccccc23)cs1 (stereo not drawn)
20. CCOc1ccc(C(=O)/C=C/c2cc(OC)c(OC)c(OC)c2)cc1
21. Cc1ccc(-c2nc3ncccc3o2)cc1NC(=O)c1ccccc1
22. Cc1c([N+](=O)[O-])c2ccc(O)cc2n1-c1ccccc1
23. CC(=N\O)/C(CN(C)C)=N/O
24. CCc1c(O)nc(N2CCN(Cc3ccccc3)CC2)[nH]c1=O
entry no.	17	18	19	20	21	22	23	24
SUMO HTRF inh	-18	12	20	19	16	5	16	-9
MEKK2wt PB1 HTS	101	97	-19*	99	98	96	110	104
NALP1 inh	0	-4	9	9	30	7	11	-2
IMP-1 inh	-1.7	-3.8	-3.4	-2.2	-1.8	-2.4	-2.5	-1.9
NS3 helicase inh	-10	2	-48	-13	-4	-10	4	-5
MEKK2 mut-MEK5	3	4	8	0	6	-3	5	0
PfM18AAP inh	-1	-5	0	0	-3	6	1	-14
VIM-2 inhibitor	-5.2	-4.0	-1.9	-1.0	-1.9	-1.5	-0.8	0.5
FID counter	-14	-16	8	-24	0	0	-4	-4

25. COc1cc(C(=O)NC(c2ccccc2)c2ccccc2)cc(OC)c1C
26. CC(C)Nc1nc(Oc2ccc(=O)n(-c3ccccc3)n2)nc(N(C)C)n1
27. Cc1c(NC(=O)CN2C(=O)C(=O)N(Cc3ccccc3)C2=O)c(=O)n(-c2ccccc2)n1C
28. COc1ccc(C(C)=O)cc1COC(=O)CNC(=O)c1cc(C)cc(C)c1
29. O=C(N/N=C/c1cc2c(cc1Cl)OCO2)c1cc(-c2ccccc2)n[nH]1
30. Cn1c(Oc2ccc(Cl)cc2)c(C=O)c2ccccc21
31. CC(=O)Oc1ccccc1/C=C1\CCOC1=O
32. Cc1c(C(=O)Nc2cccnc2Cl)oc2ccccc12
entry no.	25	26	27	28	29	30	31	32
SUMO HTRF inh	2	1	7	-23	7	28	-2	2
MEKK2wt PB1 HTS	101	98	105	99	92	108	102	98
NALP1 inh	6	-3	-14	4	0	-4	8	16
IMP-1 inh	-1.1	-2.5	-3.3	-1.6	-2.5	-1.3	-2.2	-3.4
NS3 helicase inh	-4	36*	-1	-2	7	4	-3	8
MEKK2 mut-MEK5	3	5	0	0	1	9	-1	1
PfM18AAP inh	4	4	-2	-2	10	0	10	-6
VIM-2 inhibitor	-3.3	-1.4	-1.9	1.6	-2.3	0.1	-1.1	-0.3
FID counter	-6	-37	-6	-24	-35	-4	1	-8

# The last two records of the part before are carried over, then new ones follow:
31. CC(=O)Oc1ccccc1/C=C1\CCOC1=O
32. Cc1c(C(=O)Nc2cccnc2Cl)oc2ccccc12
33. COc1ccc(CCNC(=O)CCNC(=O)c2ccco2)cc1OC
34. CCOc1ccc(/C=N/N2C(=O)C(CC(=O)Nc3ccc(F)cc3F)SC2=NC)cc1OC (stereo not drawn)
35. O=C(NCC1CCCO1)C1CCN(C2CCN(C(=O)Cc3ccsc3)CC2)CC1 (stereo not drawn)
36. O=C(NCc1ccco1)/C(=C/c1cccnc1)NC(=O)c1ccco1
37. O=C(Cn1c(=O)oc2cc(S(=O)(=O)NCc3ccccc3)ccc21)NCc1ccco1
38. O=C(CC1C(=O)NCCN1C(=S)Nc1ccccc1)Nc1ccc2c(c1)OCCO2 (stereo not drawn)
39. CC[C@]1(c2ccccc2OC)C(=O)N(C(=O)OC)N1C(=O)OC
40. O=C(CCN1C(=O)c2cccc3cccc(c23)C1=O)Nc1ccccc1
entry no.	31	32	33	34	35	36	37	38	39	40
SUMO HTRF inh	-2	2	-3	-1	1	-13	12	-4	10	5
MEKK2wt PB1 HTS	102	98	104	99	118	103	117	100	88	102
NALP1 inh	8	16	1	19	5	8	26	-2	34	8
IMP-1 inh	-2.2	-3.4	-1.2	1.5	-1.4	-1.6	-2.8	-0.5	0.1	-2.7
NS3 helicase inh	-3	8	5	11	19	1	29	-3	5	-1
MEKK2 mut-MEK5	-1	1	-2	-1	14	5	14	5	-11	5
PfM18AAP inh	10	-6	-3	17	-6	-8	-4	3	-3	-11
VIM-2 inhibitor	-1.1	-0.3	-0.1	1.0	-3.4	-2.4	-2.8	0.3	-3.3	-2.5
FID counter	1	-8	-5	-2	-4	-2	-19	2	-11	-2

41. COc1ccc(-c2csc(NC(=O)C3CC(=O)N(c4ccc5c(c4)OCCO5)C3)n2)cc1 (stereo not drawn)
42. Cc1nc(N2CCOCC2)nc(OCCN(C)C)c1[N+](=O)[O-]
43. CN(C)S(=O)(=O)N(CC(=O)N1CCN(c2ccccc2F)CC1)c1ccccc1
44. O=C1CCCC(O)=C1N=Nc1ccc2c(c1)OCO2
45. C[C@]12CC[C@@H]3c4ccc(OS(=O)(=O)O)cc4CC[C@H]3[C@@H]1CCC2=O
46. O=C(O)C1CCCN1S(=O)(=O)c1ccc(Br)cc1 (stereo not drawn)
47. COc1ccc2nc(NC(=O)Cc3cccs3)sc2c1
48. Cc1[nH]c(C)c(S(=O)(=O)N2CCCCC2)c1C(=O)N1CCCCC1
entry no.	41	42	43	44	45	46	47	48
SUMO HTRF inh	-2	10	5	-6	4	-18	-3	4
MEKK2wt PB1 HTS	96	101	98	108	91&97	105	106	105
NALP1 inh	21	39	6	.	20	14	23	11
IMP-1 inh	-3.6	-0.4	-0.8	-6.8	2.2	0.9	-2.7	-0.9
NS3 helicase inh	-2	7	0	3	3	5	-2	1
MEKK2 mut-MEK5	1	-1	-1	1	5&2	-1	2	4
PfM18AAP inh	-2	-1	2	5	-1	10	-4	0
VIM-2 inhibitor	-2.2	0.7	-0.8	-4.8	0.8	-0.5	-2.2	-1.0
FID counter	-27	2	-20	-4	-21	1	-7	-10

49. CCC1CCc2c(sc(NC(=O)C3CC=CCC3C(=O)O)c2C#N)C1 (stereo not drawn)
50. COc1cc(OC)c(CN2CCCCCCC2)cc1Br
51. CCCC(=O)c1c[nH]c(C(=O)NCc2cccnc2)c1
52. COc1ccccc1-n1cc(C(=O)NCC(=O)NCc2ccc(F)cc2)c2ccccc2c1=O
53. CCOc1ccc(CCNC(=O)c2ccc(NC3=NC4CS(=O)(=O)CC4S3)cc2)cc1 (stereo not drawn)
54. CN(C)C(=O)c1nc2ccc(Cl)cn2c1CNCc1cccc(OC(F)(F)F)c1
55. CN1N=C(C(=O)N2CCCC(N3CCN(c4ccc(F)cc4)CC3)C2)CCC1=O (stereo not drawn)
56. O=C(CN1C(=O)c2ccccc2C1=O)Nc1ccccc1C(F)(F)F
57. N/C(=N\OC(=O)CC1CCCCC1)c1cccc([N+](=O)[O-])c1
58. O=C(c1ccco1)N1CCCN(Cc2nc(Cc3ccccc3)no2)CC1
entry no.	49	50	51	52	53	54	55	56	57	58
SUMO HTRF inh	7	10	-3	-4	2	-6	-14	-4	-5	-3
MEKK2wt PB1 HTS	101	103	100	88	117	100	103	99	101	87
NALP1 inh	15	-4	18	6	-18	-3	-1	6	33	12
IMP-1 inh	4.2	-0.7	-3.0	-4.4	-2.7	-3.2	-2.4	-1.6	-2.8	1.1
NS3 helicase inh	34	-2	2	-17	-4	5	-1	6	-1	4
MEKK2 mut-MEK5	-2	5	0	-13	8	1	4	9	-1	-13
PfM18AAP inh	6	19	3	0	2	-4	3	5	7	-13
VIM-2 inhibitor	-3.0	-1.8	-2.6	-3.1	-2.3	-1.2	-1.8	-0.2	-0.4	1.0
FID counter	-27	8	-2	-18	-19	-11	-14	1	-1	-10

# Compound profiles, from the list above. Screens in order: SUMO HTRF inh, MEKK2wt PB1 HTS, NALP1 inh, IMP-1 inh, NS3 helicase inh, MEKK2 mut-MEK5, PfM18AAP inh, VIM-2 inhibitor, FID counter
# `CN(C)C(=O)c1nc2ccc(Cl)cn2c1CNCc1cccc(OC(F)(F)F)c1` as listed: -6, 100, -3, -3.2, 5, 1, -4, -1.2, -11
# `COc1ccccc1-n1cc(C(=O)NCC(=O)NCc2ccc(F)cc2)c2ccccc2c1=O` as listed: -4, 88, 6, -4.4, -17, -13, 0, -3.1, -18
# `CCOc1ccc(CCNC(=O)c2ccc(NC3=NC4CS(=O)(=O)CC4S3)cc2)cc1` (stereo not drawn) as listed: 2, 117, -18, -2.7, -4, 8, 2, -2.3, -19
